Bioassay records as filed in PubChem BioAssay.
T cell modulator = modulators of CD8 T cell-vesicle binding, primary screen, mouse 2C CD8+ T cells, flow cytometry; 2C CD8+ T cell-vesicle binding; hits give low values; calls only at 7 µM; actives 0.068% (n = 330,000); AID 2052, 2009;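 active = response, share of CD8 T cells binding vesicles, and their 90th percentile fluorescence all below set limits, cut at about 80% in these data, passing the limit was not always enough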
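Assay system: 2C TCR transgenic mouse naive CD8+ T cells, MACS-purified | Read-out: CD8+ gate FL2 mean fluorescence as % of same-row positive control | Signal: High-throughput flow cytometry with anti-B7-1 and anti-CD8 staining | Timing: Binding step 1.5 h, 37 °C, antibody labelling 20 min, ice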
bCat nuc transl = modulators of beta-catenin nuclear translocation, primary screen, imaging, HeLa cells, immunofluorescence, high-content | nuclear translocation activity, % at 5 µM | actives 0.3% (n = 190,000) | AID 1665, 2009;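 active = nuclear translocation activity above 50% at 5 µM, with a well cell count of 50 or more; inconclusive = wells under 50 cells across six images, flagged as toxic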;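 also: per-cell ratio of nuclear to cytoplasmic median beta-catenin stain intensity; plate controls were DMSO negative control for no effect and GSK-3 inhibitor IX positive control for full effect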
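System: HeLa cells, endogenous beta-catenin; compound dosing: 5 µM primary single dose, 0.1% DMSO, 0.02–20 µM confirmation series; incubation: 24 h compound exposure at 37°C, 5% CO2; signal: beta-catenin immunofluorescence imaging with DAPI; evaluation: % activation, nuclear-to-cytoplasmic median beta-catenin signal ratio per cell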
Rac1 GTP hydrolysis = MgcRacGAP GTPase-activating activity inhibitors, confirmation, biochemical, ADP Hunter fluorescence | MgcRacGAP-stimulated Rac1 GTP hydrolysis, ADP Hunter fluorescence; higher % means a stronger effect; GST-tagged Rac1 F28L mutant substrate | one-dose inhibition, % at 30 µM; IC50 in µM for titrated hits | Rac GTPase-activating protein 1 (Homo sapiens) | actives 0.6% (n = 340,000);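 active = first-screen hits whose inhibition reached a set limit at any dose in the follow-up dose series; inconclusive = inhibition above the set first-screen limit but never retested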;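 also: fluorescence reports GDP produced by GAP-driven GTP hydrolysis; strong numbers were not always called active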
RSV CPE inhibition = RSV antiviral activity via CPE protection, HEp-2 cells, primary 10 µM value included (AID 2391); CPE inhibition, % at 10 µM; hits with a dose series show IC50 in µM; HEp-2 cells, RSV-induced CPE inhibition; higher % means a stronger effect; actives 0.13% (n = 310,000); in the data active = a potency from the dose series; inconclusive = CPE inhibition mostly from about 23% at the one dose, without a potency; inactive = the rest, 99 in 100 with CPE inhibition below about 21%; also: strong numbers were not always called active
West Nile antiviral = West Nile virus antiviral activity, cell-based, CPE readout (AID 1621); actives 0.02% (n = 290,000); one-dose CPE inhibition, % at 10 µM; IC50 in µM for titrated hits; West Nile virus-infected cells, CPE inhibition; higher % means a stronger effect; in the data active = a potency from the dose series; inconclusive = CPE inhibition mostly from about 3.7% at the one dose, without a potency; inactive = the rest, 99 in 100 with CPE inhibition below about 2.2%; also: strong numbers were not always called active
PhoP inhibition = inhibitors of PhoP regulon expression, primary screen, Salmonella Typhimurium, GFP reporter (AID 1863). S. Typhimurium PhoP-regulated promoter GFP reporter, 4 h; higher % means a stronger effect. actives 0.16% (n = 300,000). inhibition, % at 50 µM; hits with a dose series show IC50 in µM;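 active = inhibition over 29.93%, a cutoff 3 SD above the screen mean, later confirmed by dose response; inconclusive = inhibition over 29.93% but no dose response follow-up; inactive = inhibition at most 29.93% or unconfirmed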;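 also: 0% = low Mg2+ inducing control and 100% = high Mg2+ repressing control; strong numbers were not always called active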
SV40 large T antigen = SV40 large T antigen inhibitors, biochemical (AID 1903); inhibition, % at 20 µM; hits with a dose series show IC50 in µM; actives 0.39% (n = 310,000); SV40 large T antigen ATPase/helicase inhibition assay; higher % means a stronger effect; in the data active = a potency from the dose series; inconclusive = inhibition mostly from about 32% at the one dose, without a potency; inactive = the rest, 99 in 100 with inhibition below about 32%; also: strong numbers were not always called active
WT yeast gro inh = growth inhibition of WT strain, primary screen, mitochondrial fusion inhibitor project, WT and mutant strains, chemical genetic | mitochondrial fusion phenotypic screen | inhibition, % at 10 µM | actives 2.1% (n = 190,000); in the data active = inhibition above about 58%; tested in S. cerevisiae
Myeloid diff MLP = induction of myeloid progenitor differentiation, primary screen, cell-based, flow cytometry, MLPCN library; calls only at 10 µM; actives 1% (n = 360,000); AID 624256, 2012; ER-HoxA9 myeloid progenitors, lysozyme-GFP differentiation;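 active = normalized GFP-positive differentiation at or above the plate's own cutoff, the solvent-only control mean plus 3 SD; inconclusive = no clear call, values can overlap the other calls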;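 also: cells exposed to compound for four days before flow analysis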
WT yeast gro inh mutant strain = further read-out of WT yeast gro inh, marked with its call; inhibition, %; mitochondrial fusion phenotypic screen, mutant strain inhibition
bCat nuc transl cell count 5 µM = further read-out of bCat nuc transl, marked with its call; cell count; measured here: cell count, cytotoxicity flag
T cell modulator vesicle-bound % = also measured in T cell modulator; calls as there; double positive events, %; measured here: CD8+ vesicle-bound cell fraction;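 binding gate set so that unloaded-vesicle control wells show 10% double positive cells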
Myeloid diff MLP GFP+ MAC1+ % = second read-out of Myeloid diff MLP, no call of its own (marks repeat the call); GFP+ MAC1+ double positive, %; measured here: differentiation confirmed by MAC1 staining
* hit, by the source's call; i = inactive; ? = inconclusive; . = not tested or not shown; + = active, no number.

SMILES	T cell modulator	T cell modulator vesicle-bound %	bCat nuc transl	bCat nuc transl cell count 5 µM	Rac1 GTP hydrolysis	RSV CPE inhibition	West Nile antiviral	PhoP inhibition	SV40 large T antigen	WT yeast gro inh	WT yeast gro inh mutant strain	Myeloid diff MLP	Myeloid diff MLP GFP+ MAC1+ %
CCOc1cc(N2CCOCC2)c(OCC)cc1NC(=O)CN1C(=O)C2C3C=CC(C3)C2C1=O (centres undefined)	i	8	-2.2	1031	3%	2.1%	-0.2%	0%	14%	-8	-2	i	0.2
O=S(=O)(Cc1ccccc1)/C1=C(\N2CCOCC2)CCCCCC1	i	58	0.1	853	7%	0.3%	0.0%	-18%	1%	-10	12	i	8.0
CC(C)(C)n1nnnc1CN(Cc1cccnc1)Cc1ccccc1Cl	i	61	2.1	1160	10%	0.3%	0.1%	4%	9%	0	-25	+	2.0*
O=C(NCCCNC(=O)c1cc(Cl)ccc1Cl)c1ccccn1	i	3	.	.	1%	0.8%	-0.4%	5%	-5%	.	.	i	1.0
S=C(NCCc1ccccn1)Nc1ccc(Cl)cc1	i	46	0.2	1024	6%	1.8%	0.1%	6%	1%	0	12	i	0.2
Cc1ccc(NC(=O)C(C)Sc2nnc(-c3cccnc3)o2)cc1 (centres undefined)	i	26	-2.4	902	4%	0.8%	0.8%	3%	11%	-6	12	i	0.8
O=C(CN1CCc2ccccc2C1)Nc1ccc(F)cc1F	i	49	0.4	1546	-6%	0.5%	0.2%	-2%	4%	5	8	i	0.5
Cc1cc(C)nc(NS(=O)(=O)c2ccc(NC(=O)COc3ccccc3)cc2)n1	i	24	1.0	1290	-10%	0.0%	0.0%	-3%	4%	-12	12	i	1.9
COc1ccc(N(CC(=O)Nc2cc(Cl)ccc2C)S(=O)(=O)c2c(C)noc2C)cc1	i	11	.	.	5%	0.6%	0.4%	-5%	1%	.	.	?	.
O=C(O)CCN(Cc1ccccc1)S(=O)(=O)c1ccccc1Cl	.	.	-1.0	988	1%	.	0.0%	-1%	1%	11	8	i	0.8
CC(=O)c1sc(-c2ccccn2)nc1C	i	26	1.1	1038	.	2.3%	-0.2%	-10%	11%	10	16	.	.
O=C(CCSc1ccc(F)cc1)Nc1ccc(-n2cnnn2)cc1	i	38	-3.5	1011	4%	14%	-0.1%	4%	5%	-29	14	i	0.8
N#C/C(=C\c1cccs1)C(=O)c1ccccc1Cl	i	35	0.3	1063	.	1.4%	-0.3%	6%	?	.	.	.	.
CCOc1ccc(-n2c(SCc3ccc(C(=O)OC)o3)nc3c(c2=O)SCC3)cc1	i	24	.	.	6%	4.2%	1.4%	6%	-1%	14	1	i	1.0
CC(OC(=O)CCN1C(=O)c2cccc([N+](=O)[O-])c2C1=O)C(=O)Nc1cc(Cl)cc(Cl)c1 (centres undefined)	i	44	.	.	2%	0.8%	0.1%	-12%	-2%	16	22	i	0.3
O=C(NCCc1ccccc1)c1ccc(CS(=O)Cc2ccc(Cl)cc2)o1 (centres undefined)	i	51	.	.	7%	1.6%	0.1%	-4%	8%	.	.	i	6.3
COc1ccccc1N(CC(O)CN1C(=O)NC(C)(C)C1=O)S(=O)(=O)c1ccc(C)cc1 (centres undefined)	i	43	-1.9	1164	2%	-0.3%	-0.1%	8%	5%	12	-5	i	0.4
CCc1ccc(C(=O)NNC(=O)CN2C(=O)NC3(CCCC3)C2=O)cc1	i	40	.	.	8%	1.7%	.	.	.	.	.	i	0.6
O=C(N/N=C\c1ccc(-c2cccc(Cl)c2)o1)C(=O)NC1CCCC1	i	47	-0.5	1343	1%	1.2%	-0.1%	7%	-2%	9	-13	i	0.4
CC(C(=O)Nc1ccccc1)N1CCN(c2ccccn2)CC1 (centres undefined)	i	40	.	.	8%	-0.3%	-0.2%	-6%	12%	.	.	i	0.7
CC(=O)Nc1ccc(NC(=O)c2oc3cc(C)c(C)cc3c2C)cc1	i	22	-0.1	1062	2%	0.4%	0.1%	-11%	0%	12	5	i	2.0
C=CCn1c(C(C)NC(=O)CCC)nc2ccccc21 (centres undefined)	i	34	-0.5	980	5%	1.6%	-0.8%	0%	12%	0	-3	i	2.0
Clc1ccc(OCCCCCN2CCCC2)c(Br)c1	i	34	-1.3	999	14%	-2.0%	-1.0%	6%	19%	32	34	i	0.5
CC(=O)c1ccc(N2CCN(S(=O)(=O)c3ccc4c(c3)NC(=O)CO4)CC2)cc1	i	12	.	.	-12%	1.3%	2.2%	-5%	11%	.	.	i	2.0
Cc1cc(Nc2ccc(N3CCOCC3)cc2)c2cccc(C)c2n1	i	54	0.4	1338	18%	0.9%	0.6%	0%	28%	.	.	i	0.6
O=c1oc2ccccc2c(Nc2ccc(Cl)cc2)c1[N+](=O)[O-]	i	41	4.4	1252	12%	0.9%	-0.4%	-3%	8%	.	.	i	0.4
N#Cc1ccc(C(=O)NCCCSc2ccccc2)cc1	i	26	.	.	4%	8.0%	-0.5%	11%	7%	.	.	i	0.7
COc1cc2c(cc1OC)C(c1cc3cc(C)ccc3[nH]c1=O)N(C(=O)c1ccco1)CC2 (centres undefined)	i	38	.	.	10%	7.2%	-0.1%	4%	14%	.	.	i	0.9
O=C(Cn1cc(CCO)nn1)N1CCNCC1	i	29	-1.0	1155	1%	1.0%	0.1%	-4%	13%	-7	4	i	1.4
CN(C)S(=O)(=O)c1ccc(Cl)c(NC(=O)COC(=O)c2cc(-c3ccccc3)nc3ccccc23)c1	i	5	0.1	951	-9%	4.7%	0.9%	0%	2%	-5	-15	.	.
Cc1cccc(CN2CCC(n3nccc3NC(=O)CCCc3ccccc3)CC2)n1	i	60	.	.	6%	0.3%	-0.6%	0%	4%	.	.	i	1.4
O=C(Nc1nc(-c2ccccn2)cs1)c1ccc(-c2ccccc2F)o1	i	34	.	.	2%	-1.9%	.	.	.	.	.	i	1.1
CC(C)Cc1cc(C(=O)N2CCN(c3ccc(F)cc3)CC2)no1	i	32	0.1	1093	1%	2.2%	-0.3%	-11%	3%	19	4	i	2.7
O=C(Nc1cccc(Cl)c1)Nc1nnc(-c2ccncc2)s1	i	55	-1.2	479	8%	6.8%	?	-15%	4%	8	15	i	0.7
Cn1c(N)c(C(=O)COC(=O)CCc2nc3ccccc3s2)c(=O)n(C)c1=O	i	39	-3.5	1134	0%	2.9%	-0.2%	1%	5%	-25	3	i	0.5
O=c1c2c3c(sc2n2c(=S)[nH]nc2n1-c1ccccc1)CCC3	i	46	-1.9	1366	.	3.3%	0.2%	-14%	30µM*	.	.	i	0.4
Cc1ccc(S(=O)(=O)N2CCCC(C(=O)NCc3ccccn3)C2)cc1 (centres undefined)	i	27	-0.5	1009	2%	1.5%	-0.4%	-3%	14%	45	1	i	0.4
COc1ccc(NS(=O)(=O)c2cc(NC(=O)CC(=O)c3ccc([N+](=O)[O-])cc3)ccc2C)cc1	i	60	-0.1	863	-35%	8.5%	0.2%	-2%	1%	9	7	i	0.1
CCOC1=C/C(=C/c2c(N)n3nc(-c4ccccc4)sc3nc2=O)C=CC1=O	.	.	0.4	1529	.	.	-0.3%	-5%	10µM*	10	11	+	1.6*
O=C1CN(c2ccc(Br)cc2)C(=O)N1CC(=O)N1CCCc2ccccc21	i	44	-1.6	1100	8%	16%	-1.1%	15%	4%	18	13	i	4.6
CCN(CC)S(=O)(=O)c1cc(NS(=O)(=O)c2cccc(Cl)c2)ccc1C	i	60	-1.8	917	4%	2.9%	-1.5%	-8%	3%	-18	-1	i	0.3
COc1cc(NS(=O)(=O)c2ccc(C)cc2)ccc1-n1cnnn1	i	66	-1.7	954	3%	-0.8%	-0.8%	6%	26%	-19	-4	i	2.0
CN(C)S(=O)(=O)n1cnc(C(CCO)c2ncn(S(=O)(=O)N(C)C)c2CCCO)c1 (centres undefined)	i	23	.	.	4%	-0.2%	.	.	.	.	.	i	1.1
CCc1c(C)c2ccc(OC(C)C(=O)NC(Cc3c[nH]c4ccc(O)cc34)C(=O)O)c(C)c2oc1=O (centres undefined)	i	28	.	.	14%	2.4%	0.9%	0%	?	.	.	i	4.9
COc1ccc(NC(=O)c2ccccc2NC(=O)C2CC=CCC2C(=O)O)cc1 (centres undefined)	i	16	.	.	-4%	0.2%	0.2%	-6%	15%	.	.	i	0.9
NC(=O)c1ccc(NCC2COc3ccccc3O2)c([N+](=O)[O-])c1 (centres undefined)	i	47	-2.0	871	1%	-3.4%	-0.5%	2%	-6%	-7	0	i	0.4
Cc1ccc(C)n1-c1ccc(N(C)C)cc1	i	2	-1.9	1172	?	0.7%	.	-1%	?	-7	17	i	1.5
COc1ccc(Oc2c(C)oc3cc(OC(=O)N4CCOCC4)ccc3c2=O)cc1	.	.	.	.	5%	1.1%	-1.0%	22%	0%	-2	-23	i	6.2
CSc1ccc(CN2CCN(C(=O)c3ccncc3)CC2)cc1	i	41	0.7	1391	0%	2.9%	-0.8%	8%	0%	15	8	i	0.2
Cc1nonc1NC(=O)c1oc2ccc(F)cc2c1C	i	11	.	.	10%	2.3%	0.0%	1%	11%	.	.	i	3.5
COc1ccc(NC(=O)C2CCN(c3cnccn3)CC2)cc1OC	i	25	.	.	6%	1.5%	0.2%	4%	1%	.	.	i	0.9

In another format: entries from further up
Order of results: T cell modulator | T cell modulator vesicle-bound % | bCat nuc transl | bCat nuc transl cell count 5 µM | Rac1 GTP hydrolysis | RSV CPE inhibition | West Nile antiviral | PhoP inhibition | SV40 large T antigen | WT yeast gro inh | WT yeast gro inh mutant strain | Myeloid diff MLP | Myeloid diff MLP GFP+ MAC1+ %
- CN(C)S(=O)(=O)n1cnc(C(CCO)c2ncn(S(=O)(=O)N(C)C)c2CCCO)c1 (centres undefined)
 : i | 23 | . | . | 4% | -0.2% | . | . | . | . | . | i | 1.1
- Cc1ccc(S(=O)(=O)N2CCCC(C(=O)NCc3ccccn3)C2)cc1 (centres undefined)
 : i | 27 | -0.5 | 1009 | 2% | 1.5% | -0.4% | -3% | 14% | 45 | 1 | i | 0.4
